Screening data (PubChem BioAssay)
DENV2 CPE – DENV2-induced cell death inhibition; DENV2-infected cells, cytopathic effect rescue, plate reader; CPE inhibition, % at 9.99 µM; actives 1.7% (n = 350,000); AID 651640; in the data active = CPE inhibition above about 20%, passing the limit was not always enough; inconclusive = no clear call, values can overlap the other calls; tested in BHK-21 cells;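 also: 0% = median of neutral control wells and 100% = median of positive control wells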
EWS-Fli block – EWS/Fli transcriptional activity inhibition. A673 NR0B1-luciferase reporter, viability-normalised. inhibition, % at 12.6 µM. actives 0.67% (n = 350,000);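 active = mean inhibition of at least 50% after viability correction, with every replicate also passing that limit; inconclusive = mean reaches 50% but only one of two replicates passes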;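 also: firefly luciferase signal divided by Alamar Blue viability fluorescence both relative to DMSO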
INS-1E GSIS act – primary screen for activators of insulin secretion dependent on glucose, INS-1E cells, GLuc reporter luminescence | INS-1E GLuc reporter insulin secretion, 2-3 h | activation, % at 16.6 µM | actives 0.61% (n = 370,000) | AID 743287;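 active = lowest replicate activation of at least 40%, so every replicate reaches that level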;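 also: 0% = median of neutral control wells and 100% = median of IBMX positive control wells; some compounds called inactive have numbers as strong as hits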
PAX8 reporter – inhibitors of PAX8 transcriptional activity in RMG-I cells; inhibition, % at 12.6 µM; AID 652154; RMG-I TPO-luciferase reporter, SteadyGlo, 24 h; actives 1.2% (n = 360,000);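 active = mean replicate inhibition at least 60% with every replicate also reaching 60%; inconclusive = only one of the two criteria is met; inactive = mean below 60% and not all replicates reaching 60%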;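 also: luciferase light reporting Pax8 driven TPO promoter activity; plate controls were median of neutral control wells for no effect and mitoxantrone controls for full effect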
FN deposit inh – fibronectin deposition inhibition | actives 0.086% (n = 350,000) | inhibition, % at 12.6 µM | AH1F fibroblasts, Alexa488-fibronectin deposition fluorescence, overnight;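 active = mean inhibition across replicates of 30% or more, regardless of how many single replicates reach that level; inconclusive = mean under 30% yet at least half of replicates reach 30%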;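 also: positive control wells lacked labelled fibronectin entirely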
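Assay system: AH1F fibroblasts / Quantity: 10000 cells per well / Medium: DMEM plus 2% serum, read in PBS / Reagent: labelled fibronectin 24 nM / Dosing: single dose, pinned / Times: 1 h cell attachment, overnight exposure to compound and label / Signal: fluorescence, ex 485 nm, em 525 nm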
miR122 inh – miR-122 inhibition in Huh7 cells | Huh7 miR-122 Renilla luciferase sensor, 48 h; neutral wells = 0, positive control = 100 | activation (reporter increase), % at 12.5 µM | actives 0.3% (n = 340,000) | AID 602342;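 active = mean replicate activation score at least 90 and every replicate individually at or above 90; inconclusive = only one of the two criteria met; inactive = neither criterion met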;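 also: higher luciferase means less miR-122 activity so hits act as miR-122 inhibitors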
F508del corr – CFTR F508del correction in bronchial cells; AID 720511; CFBE cells, YFP halide quenching; stimulated with forskolin plus potentiator P3; % fluorescence drop versus neutral controls; activity (quench increase), % at 7.58 µM; actives 0.36% (n = 350,000);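 active = mean added fluorescence quench of at least 8% versus neutral control, with both replicates also reaching 8%; inconclusive = only one of the mean or replicate conditions met; inactive = mean below 8% and not both replicates reaching 8%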;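 also: cells transiently co-express mutant CFTR-F508del with the halide-sensitive YFP; corrector assay measuring rescue of mutant channel to the surface after 24 h compound exposure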
Numbers without * were called inactive; ? = inconclusive; nt = not tested or not shown; [ ] = dose if it differs, or a comment.

SMILES	DENV2 CPE	EWS-Fli block	INS-1E GSIS act	PAX8 reporter	FN deposit inh	miR122 inh	F508del corr
O=c1cc(Cn2ccnc2)c2cc3c(cc2o1)CCC3	nt	nt	nt	-11.9	4.4	-4.7	nt
COCCCNC1=C(C#N)C(=O)NC(c2cccc([N+](=O)[O-])c2)S1 (stereo not drawn)	-9.7	4.0	nt	17.1	-3.7	nt	-0.4
COc1ccc(-n2c(SC)nc3sc4c(c3c2=O)CCN(C)C4)cc1	-4.0	2.6	1.8	3.5	-8.2	-14.3	1.5
O=C(CSc1nnc(-c2ccc(F)cc2)o1)N1CCCCC1	2.0	-67.8	24.6	-144.6	4.1	nt	-1.6
CCOc1ccc(NC(=S)N2CCC(c3nc4ccccc4[nH]3)CC2)cc1	-0.5	8.9	-20.0	22.5	1.5	-21.9	4.6
CCc1ccc[n+](-c2[nH]c(=O)sc2/C=N/N=C(\[O-])CCn2c3ccccc3c3ccccc32)c1	4.5	4.9	nt	-15.7	-2.6	0.4	-0.8
COCCCNC(=O)C(=O)N/N=C/c1cc2c(cc1Br)OCO2	-2.5	-3.1	-2.0	-6.1	-22.4	nt	2.0
Cc1cc(C(=O)CSc2nnc(-c3ccc(OC(F)F)cc3)o2)c(C)n1Cc1cccs1	nt	nt	nt	10.2	1.0	-12.6	nt
COc1ccc(CCNC(=O)c2cnn3ccccc23)c(OC)c1OC	6.7	-11.5	11.5	-8.4	-2.1	-2.6	-2.9
C=CCn1c(C)cc(C(=O)CSc2nc3ccccc3o2)c1C	nt	nt	-23.1	-146.3	5.2	nt	nt
CCC(=O)N1CC2(CCN(C(=O)Nc3ccccc3F)CC2)c2c([nH]c3cc(OC)ccc23)[C@@H]1CO	10.4	34.1	4.3	nt	-13.8	nt	-2.0
COc1ccc(OCC(=O)NC(=O)c2ccccc2OC)c([N+](=O)[O-])c1	2.8	0.9	-4.3	14.9	4.7	12.4	0.6
O=C(Nc1ccc(O)c2c(=O)cc(-c3ccccc3Cl)oc12)c1ccc(Cl)cc1Cl	-11.0	-3.6	7.9	7.3	5.2	0.6	-3.4
C[C@@H]1CN([C@@H](C)CO)C(=O)c2cccc(NC(=O)C3CCCCC3)c2O[C@@H]1CN(C)C(=O)Nc1ccc(C(F)(F)F)cc1	-10.1	-4.1	-30.4	0.7	nt	-10.2[16.7 µM]	-5.1
C[C@H]1CN([C@@H](C)CO)C(=O)c2cc(/C=C/c3ccccc3)cnc2O[C@@H]1CN(C)Cc1ccncc1	16.9	6.2	-9.2	nt	nt	-7.0[16.7 µM]	0.6

(further entries)
SMILES	DENV2 CPE	EWS-Fli block	INS-1E GSIS act	PAX8 reporter	FN deposit inh	miR122 inh	F508del corr
CO[C@@H]1CN(C)C(=O)c2ccc(NS(=O)(=O)c3ccccc3C)cc2OC[C@H](C)NC[C@H]1C	-0.6	-2.9	1.0	nt	0.6	-1.0[16.7 µM]	-0.1
CC(C)(C)OC(=O)C[C@@H]1C/C=C\C[C@H](CC(=O)N(CCO)Cc2ccccc2)C(=O)NCCOC1=O	-8.0	0.6	nt	11.0	5.5	nt	-5.8
CC(CCc1ccccc1)NC(=O)COC(=O)c1ccc(F)cc1 (stereo not drawn)	-5.1	0.0	-13.9	-8.3	-14.0	-0.4	-1.7
CCOC(=O)C(C)Sc1nc(-c2cccs2)ccc1C#N (stereo not drawn)	nt	nt	-16.4	nt	3.1	-3.3	nt
COc1ccc(NC(=O)Nc2ccc3c(c2)C(=O)N([C@H](C)CO)C[C@@H](C)[C@H](CN(C)S(=O)(=O)c2ccc(OC)cc2)O3)cc1	-7.8	4.0	-12.7	2.0	nt	18.3[16.7 µM]	-2.1
COCCN(C(=O)c1ccc(NC2CC2)c([N+](=O)[O-])c1)c1c(N)n(CC(C)C)c(=O)[nH]c1=O	3.6	-9.3	31.8	0.3	0.9	nt	0.1
Fc1ccc(Nc2ccnc(C(F)(F)F)c2)cc1	-1.1	-11.9	nt	-26.8	-5.2	nt	-4.7
O=C(Nc1cccc2ncccc12)c1ccccc1F	1.4	-20.5	1.9	-3.4	4.1	2.5	-4.4
CCOc1ccc(N2CC(C(=O)Nc3ccccc3F)CC2=O)cc1 (stereo not drawn)	nt	nt	nt	2.4	11.2	-0.3	nt
O=C(C[C@H]1C[C@@H]2c3cc(NC(=O)c4ccc5c(c4)OCO5)ccc3O[C@@H]2[C@@H](CO)O1)NC1CCCC1	-10.7	4.3	-6.6	10.3	-9.3	1.5[16.7 µM]	-3.4
Cc1cc(C)cc(N2C(=O)CC(Cn3nc(C)cc3C)C2=O)c1 (stereo not drawn)	?	-3.4	23.4	9.7	6.1	-7.5	0.4
CCCC(C(=O)NC1CCCC1)N(C(=O)Cn1nnc(-c2ccc(C)o2)n1)c1cccc(O)c1 (stereo not drawn)	-2.7	2.9	-6.0	16.1	-26.1	3.9	-1.5
Cc1ccc(S(=O)(=O)Nc2ccccc2F)cc1C(=O)OC(C)C(=O)N1CCOCC1 (stereo not drawn)	1.1	0.5	-0.9	2.2	4.2	nt	1.0
Cc1cc(=O)c(C(=O)O)cn1Nc1ccc(F)cc1	nt	nt	nt	-8.6	7.7	-9.0	nt
Cc1ccnc(NCc2ccc(Br)cc2)c1	-4.6	-56.0	17.7	-37.9	-5.6	-11.6	1.2

(listing goes on)
SMILES	DENV2 CPE	EWS-Fli block	INS-1E GSIS act	PAX8 reporter	FN deposit inh	miR122 inh	F508del corr
Clc1cc(Cl)cc(Nc2ncnc(-n3cccc3)n2)c1	-2.0	-10.9	10.7	-15.9	3.0	1.8	2.4
COc1ccc(NC(=O)N(C)C[C@@H]2Oc3c(NC(=O)C4CCCCC4)cccc3C(=O)N([C@@H](C)CO)C[C@@H]2C)cc1	-3.7	-7.2	1.1	2.2	nt	-1.6[16.7 µM]	-3.1
Nc1cc(=O)[nH]c(SCC(=O)Nc2cccc([N+](=O)[O-])c2)n1	1.0	-36.3	-2.6	0.9	-1.9	5.2	2.0
Cc1ccnc(NC(=O)c2cccc(S(=O)(=O)N3CCN(c4ccccc4)CC3)c2)c1	-2.4	33.8	-5.5	-41.8	-1.7	nt	3.7
C[C@H]1CN([C@@H](C)CO)S(=O)(=O)c2ccc(-c3cccnc3)cc2O[C@@H]1CN(C)C(=O)C1CCCCC1	8.4	-1.5	-14.7	nt	nt	-1.0[16.7 µM]	-0.3
COc1ccc(/C=N/NC(=O)c2cccnc2)cc1COc1ccc(NC(C)=O)cc1	-0.5	30.6	-7.3	6.2	-23.1	4.3	2.7
C[C@@H]1CN([C@@H](C)CO)C(=O)c2cccc(NC(=O)Nc3ccc4c(c3)OCO4)c2O[C@@H]1CN(C)C(=O)Nc1cccc2ccccc12	6.3	4.7	-9.6	-0.5	nt	-0.7[16.7 µM]	3.7
COC(=O)Nc1ccc(S(=O)(=O)N2CCC(C(=O)N3CCCC(C)C3)CC2)cc1 (stereo not drawn)	-1.7	1.5	-9.6	6.9	19.9	-1.3	-0.1
S=c1[nH]c2ccccc2n2cccc12	1.8	4.0	31.8	3.7	nt	nt	-2.7
COc1ccc2c3c([nH]c2c1)[C@H](CO)N(Cc1ccccc1OC)CC31CN(S(=O)(=O)c2ccccc2)C1	15.6	-14.1	-8.6	15.5	nt	nt	2.2
O=C(Cc1coc2ccc3ccccc3c12)Nc1nccs1	nt	nt	nt	16.6	23.1	29.0	nt
Cc1c(C2(O)CCCCC2)[nH]c2cnccc12	-3.6	-3.6	7.2	6.6	7.9	-0.8	3.9
CSCC(=O)Nc1ccc(F)c(Cl)c1	-1.3	8.6	-25.0	-17.2	-0.6	nt	0.9
Cc1cc(C)nc(-n2ncc3c2CCCC3=O)n1	nt	8.3	5.5	-9.1	-1.9	nt	2.0
COC(=O)c1ccc2nc(-c3ccc(Cl)cc3)c(CC3CCCCC3)n2c1	-7.7	11.2	5.7	2.3	-2.4	nt	0.2

Another view of 2 compounds above:
Values run as follows: DENV2 CPE, EWS-Fli block, INS-1E GSIS act, PAX8 reporter, FN deposit inh, miR122 inh, F508del corr
> Cc1ccnc(NC(=O)c2cccc(S(=O)(=O)N3CCN(c4ccccc4)CC3)c2)c1
  -2.4, 33.8, -5.5, -41.8, -1.7, nt, 3.7
> C[C@H]1CN([C@@H](C)CO)S(=O)(=O)c2ccc(-c3cccnc3)cc2O[C@@H]1CN(C)C(=O)C1CCCCC1
  8.4, -1.5, -14.7, nt, nt, -1.0[16.7 µM], -0.3

Further compounds follow:
SMILES	DENV2 CPE	EWS-Fli block	INS-1E GSIS act	PAX8 reporter	FN deposit inh	miR122 inh	F508del corr
CCOC(=O)C(NC(C)=O)(Nc1ccc(S(=O)(=O)Nc2ncccn2)cc1)C(F)(F)F (stereo not drawn)	3.8	-7.7	-5.2	-4.3	-2.7	nt	0.9
CC1CC(C)CN(CCCOc2ccccc2[N+](=O)[O-])C1 (stereo not drawn)	4.2	-5.8	13.1	7.0	0.0	nt	nt
CCc1ccc(CN(C)C(=O)c2cc(COc3c(F)cccc3F)on2)cc1	6.2	-21.4	-5.6	2.2	nt	nt	-1.0
O=C(NN=Cc1ccc(O)cc1)c1ccccc1NS(=O)(=O)c1cccs1	8.7	-16.6	13.6	10.3	8.9	-1.0	-1.9
CC(C)(C)n1nnnc1C(c1cccc(C(F)(F)F)c1)N1CCOCC1 (stereo not drawn)	4.0	2.1	15.6	nt	nt	nt	-1.7
COc1ccc(C(=O)Nc2ccc(C(=O)N3CCCCC3C)cc2)c(OC)c1OC (stereo not drawn)	12.1	nt	-22.6	13.8	-2.2	8.8	0.4
CNc1ccc(C(=O)OCC(=O)Nc2ccnn2C(C)C)cc1[N+](=O)[O-]	5.3	-0.9	57.5	-6.8	0.9	nt	-0.5
CNC[C@@H]1OCCCC[C@@H](C)Oc2ccc(NC(=O)Nc3ccc(F)cc3)cc2C(=O)N([C@@H](C)CO)C[C@H]1C	nt	0.0	1.8	8.7	nt	9.4[16.7 µM]	2.9
CCc1ccc(NC(=O)c2ccc(NC3=NC4CS(=O)(=O)CC4S3)cc2)cc1 (stereo not drawn)	-4.7	nt	3.5	-22.9	-1.0	4.6	0.9
CS(=O)(=O)Nc1nc2ccccc2[nH]1	4.3	9.7	38.4	6.6	-8.8	5.3	-1.6
COC(=O)[C@]12CCCCC=C1N(Cc1ccco1)C(=O)[C@H](CC(=O)NCc1ccc(C)o1)C2	-3.2	3.6	3.5	-7.5	8.8	nt	-6.0
CC1CCC(C(C)C)C(=O)/C1=C\c1ccc(NC(=O)CCC(=O)O)cc1 (stereo not drawn)	-1.7	-7.5	9.0	11.6	10.7	2.4	-2.0
COc1ccccc1-c1nnc2sc(COc3ccccc3)nn12	nt	nt	-2.6	nt	-3.5	5.9	nt
COc1ccc2c3c(n(C)c2c1)[C@@H](CO)N(CC1CCOCC1)CC31CCN(C(C)=O)CC1	1.3	-4.2	27.3	nt	nt	nt	0.9
COc1cccc(-c2c(C(=O)N/N=C/c3ccncc3)nnn2-c2nonc2N)c1	2.6	-5.6	-9.0	-33.0	-9.6	nt	4.7

Following part.
SMILES	DENV2 CPE	EWS-Fli block	INS-1E GSIS act	PAX8 reporter	FN deposit inh	miR122 inh	F508del corr
CCc1ccc(N(CC(=O)Nc2sc3c(c2C(=O)OC)CCCC3)S(C)(=O)=O)cc1	nt	nt	-27.3	nt	1.4	-7.2	nt
O=C(C[C@H]1C[C@H]2c3cc(NC(=O)C4CCC4)ccc3O[C@H]2[C@@H](CO)O1)NCc1ccc2c(c1)OCO2	4.5	-5.2	5.6	4.2	-0.5	3.1[16.7 µM]	-1.2
CCCn1c(CNS(=O)(=O)c2ccc(C)cc2)nc2ccccc21	-6.4	-7.2	-16.5	8.8	11.8	-2.3	-0.2
Cc1c(OCC(=O)NC2CC(C)(C)NC(C)(C)C2)ccc2c3c(c(=O)oc12)CCC3	-8.1	-1.7	33.4	-4.9	-3.0	-4.0	2.6
CC(=O)Nc1ccc(NC(=O)c2cc(-c3ccc(F)cc3C)n[nH]2)cc1	-6.5	-92.9	1.4	-40.6	-7.2	-6.7	2.4
